# UGM FP inh: blocks M. tuberculosis UGM enzyme; P9WIQ1; purified UGM, fluorescence polarization probe displacement; inhibition, % at 10 µM; 320,000 compounds, 0.06% hits; AID 504406; in the data active = inhibition above about 10%, passing the limit was not always enough
# Target sequence (P9WIQ1 whole entry, looked up): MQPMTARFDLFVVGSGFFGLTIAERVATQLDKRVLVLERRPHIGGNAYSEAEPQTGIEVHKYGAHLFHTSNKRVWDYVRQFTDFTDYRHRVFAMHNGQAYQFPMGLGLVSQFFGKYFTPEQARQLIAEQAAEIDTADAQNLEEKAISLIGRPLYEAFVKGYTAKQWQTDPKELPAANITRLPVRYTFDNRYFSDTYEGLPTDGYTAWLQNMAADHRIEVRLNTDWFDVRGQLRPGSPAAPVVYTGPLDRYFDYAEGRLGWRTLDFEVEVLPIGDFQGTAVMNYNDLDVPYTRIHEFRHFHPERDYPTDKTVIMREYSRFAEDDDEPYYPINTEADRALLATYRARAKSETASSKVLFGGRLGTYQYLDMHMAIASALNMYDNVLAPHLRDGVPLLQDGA
# Vc quorum ag: induces V. cholerae light production without autoinducers. V. cholerae BH1578 lux reporter, luminescence, 6 h. activation, % at 18.7 µM. 350,000 compounds, 0.16% hits. AID 588436; in the data active = activation mostly above about 9.7%, no sharp cut-off; also: not every result past the cut was called active; inactives centre near 0; reference of the scale not given here
# PriA SSB inh: K. pneumoniae PriA-SSBct interaction inhibition. 430,000 compounds, 0.6% hits. AlphaScreen SSBct-PriA binding, biotinylated peptide. inhibition, % at 33 µM. AID 1272365; in the data active = inhibition mostly above about 37%, no sharp cut-off; inactive = mostly below about 20%;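 also: plate controls were negative control peptide for no effect and reference peptide for full effect; strong numbers were not always called active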
# Rv3671c inh: inhibitors of M. tuberculosis serine protease Rv3671c; P9WHR9; AID 2606; inhibition, % at 5.96 µM; 320,000 compounds, 0.048% hits; in the data active = inhibition above about 38%;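 also: extracellular domain of Rv3671c used as enzyme; 0% = enzyme with DMSO and 100% = no enzyme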
# Target sequence (P9WHR9 whole entry, looked up, the tested form may be a part): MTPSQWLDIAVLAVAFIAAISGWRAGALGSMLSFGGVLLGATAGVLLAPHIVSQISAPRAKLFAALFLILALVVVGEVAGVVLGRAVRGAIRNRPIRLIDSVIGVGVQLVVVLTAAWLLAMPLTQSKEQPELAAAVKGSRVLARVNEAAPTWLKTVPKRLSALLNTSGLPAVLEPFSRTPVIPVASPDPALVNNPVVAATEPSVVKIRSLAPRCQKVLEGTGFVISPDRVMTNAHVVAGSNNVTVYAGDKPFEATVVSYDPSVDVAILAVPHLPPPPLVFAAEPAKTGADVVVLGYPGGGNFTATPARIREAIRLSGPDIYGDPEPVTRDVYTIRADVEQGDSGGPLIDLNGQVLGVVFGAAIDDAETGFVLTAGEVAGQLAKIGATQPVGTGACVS
# MazF activator: MazEF (E. coli) toxin RNase activation | FAM/BHQ RNA-DNA oligo cleavage fluorescence, 5 h | activation, % at 20 µM | 350,000 compounds, 0.32% hits | AID 504720; in the data active = activation above about 50%
# Target sequence (P0AE70 whole entry, looked up): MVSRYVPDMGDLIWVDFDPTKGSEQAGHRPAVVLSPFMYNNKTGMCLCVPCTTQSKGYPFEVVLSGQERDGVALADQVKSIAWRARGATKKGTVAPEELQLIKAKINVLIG
# VHR inh abs: blocks human VHR1 dual specificity phosphatase; AID 1654; 290,000 compounds, 0.52% hits; inhibition, % at 13.3 µM; recombinant VHR phosphatase, pNPP absorbance; in the data active = inhibition above about 50%; also: some compounds called inactive have numbers as strong as hits
# SARS 3CLpro inh: SARS-CoV 3CLpro protease inhibition; recombinant SARS-CoV 3CLpro, quenched FRET peptide cleavage; inhibition, % at 6 µM; 290,000 compounds, 0.14% hits; AID 1706; in the data active = inhibition above about 12%
# FBA Mtb inh: inhibitors of M. tuberculosis fructose-bisphosphate aldolase; P9WQA3; purified M. tuberculosis FBA, fluorescence read-out; inhibition, % at 1 µM; 360,000 compounds, 2.3% hits; AID 588726; in the data active = inhibition above about 27%;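 also: 0% = vehicle and 100% = reference inhibitor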
# GDH-TPI counter: inhibits GDH-TPI coupling enzymes, artifact for Mtb FBA screen | inhibition, % at 4.8 µM | AID 588335 | GDH-TPI coupled enzyme counterscreen, NADH absorbance | 360,000 compounds, 1.2% hits; in the data active = inhibition above about 30%;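 also: 0% = DMSO wells and 100% = wells lacking the enzyme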
# BioA inh: inhibitors of Mycobacterium tuberculosis BioA enzyme; purified M. tuberculosis BioA enzyme, plate reader; inhibition, % at 9.99 µM; 360,000 compounds, 0.096% hits; in the data active = inhibition above about 40%
# * marks the source's active call; other numbers are inactive results; i = inactive; · = no result given; & = joins results of further samples. An excerpt; rates above refer to the full screens.
SMILES,UGM FP inh,Vc quorum ag,PriA SSB inh,Rv3671c inh,MazF activator,VHR inh abs,SARS 3CLpro inh,FBA Mtb inh,GDH-TPI counter,BioA inh
N/C(=N\OC(=O)c1ccccc1)c1ccccn1,-0.4,-0.3,·,4,0,-19,1,-3,7,3.9
O=C(OCc1nc2ccccc2[n+]([O-])c1C(=O)c1ccccc1)c1cccnc1,1.5,-0.4,4,-3,-2,17,1,-1,9,·
Cc1ccc(OCc2cc(C(=O)N3CCN(CC(=O)NC(C)C)CC3)no2)cn1,-1.0,i,-1,-6,4,-15,-5,-7,-11,0.2
Cc1nc2ccc(C(=O)N(C)CC3CCCN(CCc4ccc(Cl)cc4)C3)cc2[nH]1 (configuration not stated),-2.9,i,-8,3,11,-9,-3,-3,9,1.5
Cc1ccccc1CC1(CO)CCCN(C(=O)c2ccc(F)cc2)C1 (configuration not stated),-1.6,-0.8,-7,3,-2,5,1,0,18,1.5
CCCOc1ccc(C(=O)CCC(=O)OCC(=O)Nc2ccc(Oc3ccccc3)cc2)cc1,0.1,·,·,6,·,0,-5,·,·,·
Cn1c(=O)n(Cc2ccccc2)c(=O)c2c1nc1n2CCS1,0.1,-0.5,-6,-2,6,24,2,2,-10,1.9
CCN(CC)P(=O)(Nc1ccc(Br)cc1)c1c(C)nn(CCC#N)c1NC(=O)c1ccc(Cl)cc1 (configuration not stated),3.7,-0.4,-26,-9,4,15,-5,-1,3,8.4
Cc1cccc(-c2n[nH]c(=S)n2/N=C/c2ccco2)c1,5.1,0.8,·,7,3,-14,1,0,5,0.9
Cc1occc1C(=O)NCCCc1ccccc1,-0.6,·,3,-8,-13,14,0,1,-2,-0.3
CC(C)[C@H](NC(=O)[C@@H]1Cc2c([nH]c3ccccc23)C2c3ccccc3C(=O)N21)C(=O)NCC1CCCO1 (some centres not stated),6.3,-0.3,-3,0,4,9,4,8,7,0.5
CCCCn1c(=N)n(CC(O)COc2cccc(C)c2)c2ccccc21 (configuration not stated),0.5,i,-11,2,27,19,2,0,4,0.1
CC(=O)Oc1cccc(C(=O)Nc2ccc(NC(=O)c3cccs3)cc2)c1,3.7,-1.1,-15,-12,-4,14,0,2,8,-2.4
O=C(c1cc(F)c(F)cc1Cl)N1CCCCC1,2.7,-0.6,-8,4,-1,-8,4,5,5,-0.3
O=C(COC(=O)/C=C/c1cccc(F)c1)Nc1ccccc1,0.8,i,-14,3,-2,-2,4,-1,9,-2.0

# Fetched by compound from above (four):
SMILES,UGM FP inh,Vc quorum ag,PriA SSB inh,Rv3671c inh,MazF activator,VHR inh abs,SARS 3CLpro inh,FBA Mtb inh,GDH-TPI counter,BioA inh
Cc1cccc(-c2n[nH]c(=S)n2/N=C/c2ccco2)c1,5.1,0.8,·,7,3,-14,1,0,5,0.9
CCN(CC)P(=O)(Nc1ccc(Br)cc1)c1c(C)nn(CCC#N)c1NC(=O)c1ccc(Cl)cc1 (configuration not stated),3.7,-0.4,-26,-9,4,15,-5,-1,3,8.4
Cc1ccccc1CC1(CO)CCCN(C(=O)c2ccc(F)cc2)C1 (configuration not stated),-1.6,-0.8,-7,3,-2,5,1,0,18,1.5
Cc1ccc(OCc2cc(C(=O)N3CCN(CC(=O)NC(C)C)CC3)no2)cn1,-1.0,i,-1,-6,4,-15,-5,-7,-11,0.2

# More entries.
SMILES,UGM FP inh,Vc quorum ag,PriA SSB inh,Rv3671c inh,MazF activator,VHR inh abs,SARS 3CLpro inh,FBA Mtb inh,GDH-TPI counter,BioA inh
O=C(c1ccc(Cl)c(Cl)c1)N1CCC(O)(CN2CCOCC2)CC1,-0.3,i,-5,-1,-4,14,-1,2,-5,·
O=C(OCC(=O)c1c[nH]c2ccccc12)c1ccc(F)c(S(=O)(=O)N2CCOCC2)c1,·,i,·,·,-1,·,·,-4,-1,-0.2
COc1ccc(N(C(=O)c2ccco2)C(C(=O)NC2CCCC2)c2ccccc2)cc1 (configuration not stated),-0.2,-0.6,-3,6,3,-14,0,0,2,-2.5
CN1CCN(C(CNS(=O)(=O)c2cccs2)c2cccnc2)CC1 (configuration not stated),-1.4,-0.3,0,2,7,12,-1,4,-3,0.2
O=C(CN1C2CCCC1CC(NC(=O)C1CCCCC1)C2)Nc1ccccc1C(F)(F)F (configuration not stated),1.1,-4.4,-4,-3,1,8,2,0,1,2.0
O=[N+]([O-])c1cccc(-c2noc(COc3ccccc3)n2)c1,0.6,-0.3,-9,1,6,20,-6,-1,-3,·
CC(OC(=O)CN1C(=O)NC2(CCCC2)C1=O)C(=O)c1ccc(C(C)(C)C)cc1 (configuration not stated),-1.4,i,-2,-2,5,·,·,-1,-1,·
O=C(Cc1ccc(Cl)c(Cl)c1)Nc1cccnc1,-1.8,-0.3,-15,9,9,2,23*,-9,2,7.9
CC(C)CC1C(=O)N(Cc2cn(CCC3OCCCO3)nn2)CCS(=O)(=O)N1Cc1ccc(-c2ccc(Cl)nc2)cc1 (configuration not stated),·,-0.1,·,·,11,·,·,-1,9,-1.6
CN1CCN(/N=C/c2ccc(N(C)c3ccccc3)cc2)CC1,2.1,-0.2,·,3,-23,36,1,-3,1,-1.8
O=C(CSc1nnc(NC(=O)c2ccc(F)cc2)s1)NCc1ccco1,-3.8,i,-9,-8,3,-19,1,-1,3,0.0
COc1cc(C(=O)NCCc2cn3ccc(C)cc3n2)cc(OC)c1OC,1.4,i,0,4,-14,-2,0,7,11,0.8
O=C(NCc1ccccc1)C(c1ccccc1)N(C(=O)c1csnn1)C1CC1 (configuration not stated),0.4,i,-3,-4,-2,22,4,0,0,·
Cc1ccc(C(=O)N2CCCC2(C)C(=O)NCC(C)C)cc1F (configuration not stated),·,i,·,·,·,·,·,4,5,-0.1
O=C(c1ccccc1-c1ccccc1)N1CCN(c2ccccn2)CC1,-1.1,-0.2,-5,0,2,10,5,7,-11,1.5
COc1cccc(CNc2ccc(F)c(Cl)c2)c1OC,-2.0,-0.4,-33,1,2,31,1,-2,6,0.5
O=C(NC(Cc1ccccc1)C(=O)O)/C(=C/c1cccc(Br)c1)NC(=O)c1ccco1 (configuration not stated),0.7,i,-14,-2,4,-4,-1,2,10,0.6
CCCn1nc(C(=O)OCC(=O)c2ccccc2)c2ccccc2c1=O,-2.1,-1.4,-11,1,4,-6,-3,-1,-2,·
COCCNC(=S)N1CCN(c2cccc(C)c2C)CC1,-0.2,0.9,-10,-5,8,-8,2,4,0,·
COc1ccc(CN2CCC(n3nccc3NC(=O)CCOc3ccccc3)CC2)cc1C,-3.0,-1.6,-4,3,-7,21,-5,1,-7,-0.4
O=C(Nc1ccccc1N1CCOCC1)C1CCN(S(=O)(=O)c2cccc(C(F)(F)F)c2)CC1,0.4,-0.3,-7,-5,-5,6,-2,-1,4,·
O=C(c1ccc(Br)o1)N1CC=C(c2ccccc2)CC1,-1.0,i,-1,-4,10,·,·,1,23,1.0
COc1cccc(C(=O)Nc2sc3c(c2C(=O)O)CCCC3)c1,-1.4,0.6,13,·,1,31,6,6,19,1.7
CC(=O)c1ccc(N(CC(=O)NC2CCCCC2)C(=O)CNC(=O)c2ccco2)cc1,0.7,-0.2,1,1,-1,13,2,1,1,0.5
O=C1CSC(c2ccccc2)N1c1ccc([N+](=O)[O-])cc1 (configuration not stated),1.4,0.9,-23,1,6,0,5,3,2,6.3
CC(C)N(C(=S)Nc1ccc(S(=O)(=O)N2CCOCC2)cc1)c1ccccc1,1.2,0.1,2,-3,-12,·,·,-2,0,-0.8
CCOC(=O)c1csc(NC(=O)CSc2nnnn2-c2ccc3c(c2)OCCO3)n1,-2.7,i,-14,-8,2,-18,-1,-3,4,-1.1
CS(=O)(=O)CCSc1ncccc1C(=O)NCc1cccs1,-2.9,-0.4,-1,2,4,10,1,1,-1,-1.5
O=C(O)c1ccc(SCc2cnc(Cl)s2)cc1,1.1,-0.4,5,-2,5,37,-3,1,2,·
Cc1cccn2c(=O)nc(SCC(=O)N3CCC(Cc4ccccc4)CC3)nc12,-2.3,-0.2,3&-3,-4,10,·,·,1,5,40
Cc1ccc2c(c1C)-c1c(ccc(C)c1C)C(=O)C2=O,·,-5.6,2,·,12,·,·,-3,4,·
Cc1ccccc1N1Cc2ccccc2C1,-1.5,0.2,-4,-3,2,5,1,1,-1,·
Cc1csc(SCC(=O)Nc2cc(C(C)(C)C)nn2-c2ccccc2)n1,1.1,i,-13,6,2,15,3,0,15,1.9
Cc1ccc(S(=O)(=O)N2CCN(C(=O)[C@H](Cc3ccccc3)NC(=O)c3ccco3)CC2)cc1C,1.3,i,0,-1,4,·,·,-2,-9,-0.1
O=C(Cn1nnc(-c2ccccc2F)n1)NCc1ccco1,0.6,-0.3,-5,0,5,45,0,1,0,·
O=C1C2C3C=CC(CC3)C2C(=O)N1c1ccccc1 (configuration not stated),2.3,-0.5,5,·,15,-16,3,1,7,0.1
Cn1nc(C(C)(C)C)cc1C(=O)N1CCCC(c2cc(C(=O)Nc3ccccc3Cl)no2)C1 (configuration not stated),·,0.0,·,·,·,·,·,0,-1,0.9
CCOC(=O)c1c(C)[nH]c(C)c1S(=O)(=O)N1CCN(c2ccc([N+](=O)[O-])cc2)CC1,1.1,-0.9,-4,-4,2,-10,-2,-1,20,-0.9
Cc1cc(=O)oc2cc(O)c(N=Nc3ccccc3)cc12,-3.0,-0.1,2,0,21,18,3,3,16,-1.1
CCOC(=O)N1C(=O)NC(=O)C1c1ccc(Cl)cc1 (configuration not stated),·,i,-2,·,-3,·,·,2,-2,·
Cc1cccc(NC(=O)C(=O)NCCCN2CCOCC2)c1,-0.7,i,-9,-3,4,16,5,1,-3,·
CCN1CCc2c(sc(NC(=O)c3cc4ccccc4cc3OC)c2C(N)=O)C1,2.4,i,5,-11,-38,0,-13,9,13,-7.1
CC1CCCC(NC(=O)Cn2cc(Br)ccc2=O)C1C (configuration not stated),1.6,i,-10,-1,8,·,·,-2,2,-1.7
COc1ccc(-n2ncc3c2CC(C)(C)CC3NC(=O)c2ccnn2C)cc1 (configuration not stated),1.3,-7.5,0,1,5,18,-5,-2,-1,5.4
CCc1ccccc1OCC(=O)Nc1cccc(S(=O)(=O)NC2=NCCC2)c1,·,-4.2,-8,0,-3,·,·,-2,-2,-1.1
Cc1cccc(C)c1NC(=S)N1CCCN(Cc2ccc(F)cc2)C1,0.2,-0.2,-1,-9,6,21,2,-2,-4,1.4
COc1ccc(/C=N/NC(=O)c2nn(-c3ccccc3)c(=O)c3c(N)scc23)cc1,-0.1,0.2,·,-49,17,-4,1,-8,7,2.6
COc1ccccc1N1CC(C(=O)Nc2ccc(N3CCOCC3)cc2)CC1=O (configuration not stated),-2.0,i,-7,2,5,·,·,2,-2,-0.7
COc1cccc(N/N=C(\C#N)S(=O)(=O)C(C)(C)C)c1,4.0,-0.2,·,4,-9,16,-3,1,23,·
CN1OC[C@@H]2CN(C(=O)CCc3ccccc3)[C@H](c3cccc(Oc4ccccc4)c3)C[C@@H]21,·,-1.0,-3,·,-17,·,·,-1,3,0.6
O=C(Nc1cccc(C(F)(F)F)c1)Nc1ccc2nc([C@@H]3O[C@H](CO)[C@@H](O)[C@H](O)[C@H]3O)[nH]c2c1,·,-0.5,·,·,·,·,·,3,0,0.4
COCCn1c(SCC(=O)NC2CCCC2)nnc1-c1ccco1,-2.1,-0.2,-4,2,7,-8,-6,1,-3,-0.2
CN(C(=O)Cn1nnc2ccccc2c1=O)C1CCCCC1,-0.2,-0.2,-14,1,-5,16,4,5,2,·
COc1ccc(CNC(=O)CCCc2ccccc2)cc1,2.0,0.3,-6,-4,-4,3,1,2,-3,·
O=C(COc1ccc(F)cc1F)Nc1cccnc1,2.0,-2.2,-10,-1,1,2,3,-2,3,9.6

# Looked up above:
# O=C(CSc1nnc(NC(=O)c2ccc(F)cc2)s1)NCc1ccco1 @ SARS 3CLpro inh = 1
# O=C(c1cc(F)c(F)cc1Cl)N1CCCCC1 @ MazF activator = -1
# CN1CCN(C(CNS(=O)(=O)c2cccs2)c2cccnc2)CC1 (configuration not stated) @ Rv3671c inh = 2
# COc1ccccc1N1CC(C(=O)Nc2ccc(N3CCOCC3)cc2)CC1=O (configuration not stated) @ PriA SSB inh = -7
